# Screening data as filed in PubChem BioAssay.
# TNAP inh Pi = human TNAP enzyme inhibitors, primary screen, biochemical, colorimetric, phosphate release readout; Alkaline phosphatase, tissue-nonspecific isozyme (Homo sapiens), P05186; purified TNAP, pNPP, malachite green phosphate absorbance; inhibition, % at 20 µM; 21,000 tested, under 10 active; AID 614, 2007
# Target sequence (P05186 whole entry, looked up): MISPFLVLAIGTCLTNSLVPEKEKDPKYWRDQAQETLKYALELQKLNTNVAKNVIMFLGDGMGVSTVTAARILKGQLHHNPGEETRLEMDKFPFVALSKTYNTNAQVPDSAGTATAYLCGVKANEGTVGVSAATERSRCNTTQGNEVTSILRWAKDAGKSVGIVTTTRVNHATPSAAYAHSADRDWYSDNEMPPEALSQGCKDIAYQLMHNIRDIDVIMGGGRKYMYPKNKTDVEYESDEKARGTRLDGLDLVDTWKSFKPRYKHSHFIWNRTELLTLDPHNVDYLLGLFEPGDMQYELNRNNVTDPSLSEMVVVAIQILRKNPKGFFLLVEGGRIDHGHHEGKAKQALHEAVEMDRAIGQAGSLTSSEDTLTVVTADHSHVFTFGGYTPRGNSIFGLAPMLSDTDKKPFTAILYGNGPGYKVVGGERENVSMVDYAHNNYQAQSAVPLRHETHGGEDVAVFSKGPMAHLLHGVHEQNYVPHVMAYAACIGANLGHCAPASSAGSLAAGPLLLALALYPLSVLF
# TNAP inh pNP = human TNAP enzyme inhibitors, primary screen, biochemical, colorimetric, p-nitrophenol readout; Alkaline phosphatase, tissue-nonspecific isozyme (Homo sapiens), P05186; purified TNAP, pNPP hydrolysis, absorbance 405 nm; inhibition, % at 20 µM; 21,000 tested, under 10 active;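 also: 0% = DMSO only wells and 100% = 1 mM levamisole wells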
# * hit, by the source's call.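 The calls were made as follows: active = inhibition above 50% at the 20 µM single-dose screen; inactive = the rest.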 Only part of the results is shown (hit frequency here may not be typical).
SMILES,TNAP inh Pi,TNAP inh pNP
Cc1ccc(-c2cc(-c3cccc(F)c3)n[nH]2)c(O)c1,12,2
CCS(=O)(=O)Nc1ccc(C(=O)OC)cc1,-2,-13
CC(C)(C)OC(=O)NCCc1nnc(SCC(N)=O)o1,-8,-9
Cc1nc(NC(=O)c2oc3ccccc3c2C)sc1C(=O)N(C)C,7,2
Cc1c(NC(=O)CSc2nc3ccccc3[nH]2)c(=O)n(-c2ccccc2)n1C,4,-4
Cc1noc(C)c1COC(=O)CCc1nc2ccccc2c(=O)[nH]1,-15,7
O=S(=O)(c1cccc(S(=O)(=O)N2CCCC2)c1)c1cccc(S(=O)(=O)N2CCCC2)c1,4,2
CCCN1C2=NCCN2c2ccccc21,-2,6
O=c1[nH]cnc2nc3n(c12)CCCCC3,9,6
CCN(CC)S(=O)(=O)c1cc(-c2nnc(-c3ccc(Br)cc3)o2)ccc1Cl,8,6
O=c1c2ccccc2nc(SCc2nnc(-c3ccccc3Br)o2)n1Cc1ccco1,0,0
CCOC(=O)c1cnc2ccc(Br)cc2c1NCC(C)O (centres undefined),6,3
Cc1ccnc(NC(=O)C23CC4CC(CC(C4)C2)C3)c1,8,3
COc1ccc(C(=O)Nc2cc(OC)ccc2OC)cc1,-3,-4
CN(C)c1nc2n(c(=S)n1)CCS2,0,-1
O=C1CC(c2ccc(F)cc2)Cc2nc(N3CCOCC3)ncc21 (centres undefined),4,-1
OCCNc1nc2ccccc2n1-c1ccccc1,4,4
CC12CCCCC1(O)[N+](=O)C1=C(CCCC1)N2[O-] (centres undefined),5,3
CC(=O)OCCNC(=O)Cn1cnc2c1c(=O)n(C)c(=O)n2C,7,-2
CN1CCCN(C(=O)Cc2c(Cl)cccc2Cl)c2nc3ccccc3nc21,2,9
COc1ccccc1-n1c(N)c(C(=O)NCC2CCCO2)c2nc3ccccc3nc21 (centres undefined),0,0
Cc1ccc(-n2c(SCc3cc(=O)n4ccsc4n3)nnc2-c2cccnc2)c(C)c1,7,-1
COc1cccc(C(=O)Nc2ccc(-c3nnc(-c4ccco4)o3)cc2)c1,5,2
Cn1nnnc1SCC(=O)N1CCc2ccccc2C1,13,6
CC(C)OC(=O)CSc1nnc2n1C(C)(C)Cc1ccccc1-2,10,5
COCCn1c(-c2cc(OC)c(OC)c(OC)c2)nc2nc3ccccc3nc21,12,5
CCOC(=O)COc1ccc2c3c(c(=O)oc2c1C)CCC3,1,-1
CCc1nnc(NC(=O)CCC(=O)N2CCN(Cc3ccc(Cl)cc3)CC2)s1,-20,1
O=C(c1nn(Cc2ccccc2)c(=O)c2ccccc12)N1CCN(c2ccccn2)CC1,1,-12
COc1ccc(Cl)cc1-c1nc(-c2ccncc2)no1,6,-5
O=C(c1cccc(F)c1)N1CCN(S(=O)(=O)c2ccc(C(F)(F)F)cc2)CC1,9,-2
O=C(CN1C(=O)C2C3c4ccccc4C(c4ccccc43)C2C1=O)N1CCOCC1 (centres undefined),0,0
Cc1ccc(SCc2[nH]nc3c2C2(C(=O)N(C)c4ccccc42)C(C#N)=C(N)O3)cc1 (centres undefined),-28,-1
C=CCOc1cccc(C2C(C(=O)c3ccc(C)o3)=C(O)C(=O)N2c2nccs2)c1 (centres undefined),-19,-2
O=C(Nc1cccc(C(F)(F)F)c1)c1cccnc1N1CCN(CCO)CC1,2,5
COc1ccc(-n2ncc3c(NCc4ccco4)ncnc32)cc1,7,9
O=C(O)c1cc(NCc2ccccc2C(F)(F)F)ccc1N1CCOCC1,3,-3
CCc1ccc(C(=O)COC(=O)CNC(=O)c2ccco2)cc1,-11,-15
CCOC(=O)COc1ccc(CCNC(C)=O)cc1,-14,6
CCN(CC)CCN1C(=O)C(=O)/C(=C(/O)c2ccc(F)cc2)C1c1cccnc1 (centres undefined),-9,5
CN1C[N+]([O-])=C(c2ccccc2)C1(C)C,-3,5
CC1CCCCN1C(=O)C12CCC(C)(/C(=N/O)C1)C2(C)C (centres undefined),5,1
CC(C)(C)C(=O)COC(=O)c1ccc(O)cc1,0,0
CCCOc1ccc2c(C)c(CC(=O)OC)c(=O)oc2c1,11,5
O=C(CCCc1nc(-c2ccccc2)no1)N1CCOCC1,10,4
CCCCn1nnnc1NCc1ccc(OC)c(OC)c1,0,0
COc1ccc(OC)c(C(=O)COC(=O)c2ccccc2O)c1,8,4
CCNc1nc(NC#N)nc(SCC(=O)OCC)n1,1,-2
O=C1CC(N2CCCc3ccccc32)C(=O)N1c1ccccc1 (centres undefined),-23,2
Fc1ccccc1-c1nc(N2CCCCC2)c2ccccc2n1,9,4
CCOC(=O)C(C)Oc1ccc(C2NC(=O)NC(C)=C2C(C)=O)cc1Br (centres undefined),16,3
O=C(O)C1CCCCC1C(=O)NCCCCc1ccccc1 (centres undefined),-6,4
Cc1ccc2c(C(=O)CN3CCCC3)c(C)[nH]c2c1,-5,-14
CCCCNC(=O)c1c(N)n(/N=C/c2cccnc2)c2nc3ccccc3nc12,0,0
CCc1nnc(NC(=O)CSc2ncc(-c3ccccc3)n2C)s1,8,4
O=C(CSc1nnc(CNc2ccc(F)cc2)n1Cc1ccccc1)NCc1ccco1,4,6
O=C(Cn1c(CC(=O)N2CCCC2)nc2ccccc21)NCc1ccccc1,4,-7
CCOc1cccc(-c2nnc(SCC(=O)Nc3ccc(OC)c(OC)c3)n2N)c1,5,1
O=C(Nc1ccccc1C(=O)N1CCOCC1)C1CC(=O)N(C2CCCC2)C1 (centres undefined),12,3
CCCOc1ccc(C(=O)Nc2ccc(N(C)C)cc2)cc1,8,5

# Next structures:
SMILES,TNAP inh Pi,TNAP inh pNP
N#Cc1ccsc1NC(=O)CSc1ncnc2ccccc12,13,0
O=C(c1cccc(Br)c1)N1CCN(C(=O)N2CCCCC2)CC1,4,-1
CC(C)COC(=O)c1cc(=O)[nH]c2ccccc12,-6,-14
CC1=Nn2c(nnc2-c2ccco2)SC1,-16,3
COc1ccc2nc(SCC(=O)NC(C)(C)C)[nH]c2c1,0,1
COc1ccc(N(C(=O)Cn2nnc3ccccc32)C(C(=O)NCc2ccco2)c2cccnc2)cc1 (centres undefined),-4,-16
CCS(=O)(=O)c1ccc(O)c(NC(=O)c2cc(OC)c(OC)c(OC)c2)c1,6,-2
CN(C)c1ccc(C2NCCS2)cc1 (centres undefined),0,0
COCCCn1c(SCC(=O)N(C)C)nnc1-c1ccccc1,22,7
COc1ccc(CCN2CNc3c(c(=O)n(C)c(=O)n3C)C2)cc1OC,7,4
O=C(CCn1nnc2ccccc21)Nc1nnc(Cc2ccccc2)s1,9,1
CCOC(=O)COc1ccc(S(=O)(=O)NCc2ccncc2)cc1,12,5
Cc1ccc(SCCC(=O)N2CCCC2)cc1,8,4
N#Cc1nc(COc2ccc(Br)cc2)oc1N1CCCC1,11,4
CCNc1nc(C)c2cc(Br)c(=O)n(CC)c2n1,6,5
N#Cc1c(NCCCO)nc(-c2ccccc2)c2c1CCCC2,12,6
c1ccc(Cn2ncc3c2ncn2nc(-c4ccncc4)nc32)cc1,4,-2
CC(C)OCCCn1c(=N)c(C(N)=S)cc2c(=O)n3ccccc3nc21,35,31
COc1ccc(S(=O)(=O)N2CCCC2C(=O)Nc2nccs2)cc1 (centres undefined),12,6
C=CCOc1ccc2c(c1)c(S(=O)(=O)c1ccc(C)cc1)cn2COC,10,4
CN1CCc2ccccc2C1C1CCNCC1 (centres undefined),9,2
Cc1nn(CCc2nc(-c3ccco3)cs2)c2[nH]c(=O)cc(C(F)(F)F)c12,-8,5
NC(=O)C1CCN(C(=O)CN2CCc3ccccc32)CC1,8,2
CCCCC(C(=O)O)C(C)CC(=O)Nc1ccn(-c2ccccc2)n1 (centres undefined),-2,2
N#C/C(=C\Nc1ccc2c(c1)OCCO2)c1nc2ccccc2[nH]1,4,0
CC(=O)NC(Cc1ccc(F)cc1)C(=O)NC1CCN(c2nnnn2-c2ccccc2)CC1 (centres undefined),-8,5
CCC(NC(=O)NCc1ccc2c(c1)OCO2)(C(F)(F)F)C(F)(F)F,24,10
O=C(O)CCn1nnc(-c2cccs2)n1,9,2
O=C(Nc1ccc(CN2CCOCC2)cc1)c1ccc(-c2ccc(Br)cc2)o1,0,0
CCOC(=O)C1=C(N)OC2=C(C(=O)CCC2)C1c1cccs1 (centres undefined),4,0
COc1ccc(OCc2nn3c(-c4ccccn4)nnc3s2)cc1,4,8
c1ccc(-c2nc(C3CCCCC3)no2)cc1,10,7
Cc1oc2c(c1C(=O)NCc1cc(C(=O)O)co1)CCCC2,6,4
Nc1nc2ccc(Oc3ccccc3)cc2s1,6,5
CCn1c(SCC(=O)Nc2nnc(C)s2)nnc1-c1ccco1,11,4
CCN(C(=O)C1CCCCC1)c1nnc(-c2cccnc2)s1,8,8
Cc1cnc(C(=O)OCC(=O)NC2CCCCC2)cn1,-5,0
CCOC(=O)c1sc(-c2ccc(OC)cc2)cc1N,12,5
Cc1ccc(S(=O)(=O)N2CCN(C(=O)CSc3nc4ccccc4c(=O)[nH]3)CC2)cc1,20,6
O=S(=O)(c1ccc(-c2ccccc2)cc1)N1CCOCC1,11,3
O=c1cc(CN2CCN(Cc3ccccc3)CC2)c2cc(Cl)ccc2o1,8,5
CCOc1cc(C)c(S(=O)(=O)Nc2ccc(Cl)cn2)cc1C,2,-3
CN1CCc2c(C#N)c(N3CCCCC3)nc(NCc3ccccc3)c2C1,6,2
COc1ccc(NCC(=O)Nc2ccc(Cl)cc2C)c(OC)c1,6,6
COCCNC(=O)CN(C(=O)CCC(=O)Nc1ccccn1)c1ccc(F)cc1,6,1
Cc1ccc(C(=O)NCC(=O)OCC(=O)c2c(N)n(C)c(=O)n(C)c2=O)s1,8,7
CCOC(=O)CCc1c(C)nc2cc(C3CCCN(C(=O)OC(C)(C)C)C3)[nH]n2c1=O (centres undefined),22,7
CCCOC(=O)C1=C(C)NC2=C(C(=O)CCC2)C1c1ccc(N(C)C)cc1 (centres undefined),8,2
CC(C)CNC(=O)c1c(N)n(/N=C/c2cccnc2)c2nc3ccccc3nc12,-8,2
COc1ccc(C2C(C#N)=C(/N=C/N3CCN(C)CC3)OC3=C2C(=O)CC(C)(C)C3)cc1OC (centres undefined),4,1
Cc1ccc(S(=O)(=O)N=C2SCCCS2)cc1,-5,6
CC(=O)C1(C)OC(N)=C(C#N)C(c2ccccc2)C1(C#N)C#N (centres undefined),-2,-2
COC(=O)c1ccc(C2/C(=C(/O)c3ccc(OC)cc3)C(=O)C(=O)N2CC2CCCO2)cc1 (centres undefined),5,0
COC(=O)C(NC(=O)c1ccc(F)cc1)(Nc1nc(C)cs1)C(F)(F)F (centres undefined),6,2
CCOc1ccc(-c2nnn(CC(=O)Nc3cc(OC)ccc3OC)n2)cc1OCC,8,-1
CNc1nc(C)nc(-n2nc(C)cc2C)n1,10,4
c1csc(-c2nnsc2-c2nc3ccccc3[nH]2)c1,-2,3
CCCCC(=O)Nc1cccc(NC(=O)c2ccc(Br)o2)c1,-11,4
CC1CN(c2oc(-c3cccs3)nc2C#N)CC(C)O1 (centres undefined),4,1
N#C/C(=N\O)c1nc(-c2ccccc2)cs1,0,0

# One compound at a time, as listed above. Order of screens: TNAP inh Pi, TNAP inh pNP
# Cc1ccc(SCc2[nH]nc3c2C2(C(=O)N(C)c4ccccc42)C(C#N)=C(N)O3)cc1 (centres undefined) reads -28, -1
# CC(=O)OCCNC(=O)Cn1cnc2c1c(=O)n(C)c(=O)n2C reads 7, -2

# (continued)
SMILES,TNAP inh Pi,TNAP inh pNP
CCOC(=O)c1nn(-c2ccccc2)c(C#N)c1NC(=O)c1nn(CC)cc1Br,2,6
Cc1onc(-c2c(F)cccc2Cl)c1C(=O)N1CCCc2ccccc21,-2,-5
OC(COc1ccc2ccccc2c1)CN1CCCC1 (centres undefined),5,0
CCOC(=O)Cc1nn(C)c(=O)c2ccccc12,-14,2
COC(=O)c1ccc(NC(=O)Cc2ccccc2)cc1,4,-3
Cc1cc(C(=O)CSc2nnc(-c3ccco3)o2)c(C)n1-c1ccc2c(c1)OCCO2,-5,-5
Cc1ccc(N2CC(C(=O)NCc3ccccn3)CC2=O)cc1 (centres undefined),10,3
CCOc1ccccc1NC(=O)c1ccc2nccnc2c1,7,3
O=C(COc1nc2ccccc2nc1N1CCOCC1)N1CCc2ccccc21,11,6
N#CC1=C(N)Oc2c(oc(CO)cc2=O)C1c1cccs1 (centres undefined),-22,-7
OC(c1ccc2c(c1)OCO2)c1nccc2ccccc12 (centres undefined),-2,-2
CCc1ccc(N2C(=O)C3ON(c4ccccc4)C(c4ccco4)C3C2=O)cc1 (centres undefined),-15,4
CC1(C)Cc2ccccc2-c2nnc(SCC(=O)N3CCN(c4ccccc4)CC3)n21,10,3

# Among those listed so far, 14 have fluorine:
SMILES,TNAP inh Pi,TNAP inh pNP
Cc1ccc(-c2cc(-c3cccc(F)c3)n[nH]2)c(O)c1,12,2
O=C1CC(c2ccc(F)cc2)Cc2nc(N3CCOCC3)ncc21 (centres undefined),4,-1
O=C(c1cccc(F)c1)N1CCN(S(=O)(=O)c2ccc(C(F)(F)F)cc2)CC1,9,-2
O=C(Nc1cccc(C(F)(F)F)c1)c1cccnc1N1CCN(CCO)CC1,2,5
O=C(O)c1cc(NCc2ccccc2C(F)(F)F)ccc1N1CCOCC1,3,-3
CCN(CC)CCN1C(=O)C(=O)/C(=C(/O)c2ccc(F)cc2)C1c1cccnc1 (centres undefined),-9,5
Fc1ccccc1-c1nc(N2CCCCC2)c2ccccc2n1,9,4
O=C(CSc1nnc(CNc2ccc(F)cc2)n1Cc1ccccc1)NCc1ccco1,4,6
Cc1nn(CCc2nc(-c3ccco3)cs2)c2[nH]c(=O)cc(C(F)(F)F)c12,-8,5
CC(=O)NC(Cc1ccc(F)cc1)C(=O)NC1CCN(c2nnnn2-c2ccccc2)CC1 (centres undefined),-8,5
CCC(NC(=O)NCc1ccc2c(c1)OCO2)(C(F)(F)F)C(F)(F)F,24,10
COCCNC(=O)CN(C(=O)CCC(=O)Nc1ccccn1)c1ccc(F)cc1,6,1
COC(=O)C(NC(=O)c1ccc(F)cc1)(Nc1nc(C)cs1)C(F)(F)F (centres undefined),6,2
Cc1onc(-c2c(F)cccc2Cl)c1C(=O)N1CCCc2ccccc21,-2,-5
